Glioma ERSR ind = qHTS for Inducers of the Endoplasmic Reticulum Stress Response (ERSR) in Human Glioma: qHTS | U87-MG GRP78 promoter luciferase reporter, 16 h | Potency, µM, without a hit: at the highest dose activation, most hits filed as activators | hit rate 0.02% among 420,000 | AID 602332, 2012; note: potency is the fitted concentration of half-maximal effect; series mostly up to about 76 µM; % of control where 0% means no effect; nearly all actives have a fitted effect of over 35% in size
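Stably transfected U87-MG human glioma cells carrying a GRP78-based luminescent sensor were seeded at 1000 cells/well, pin-dosed with compounds and incubated 16 h. Luciferase reagent was then added, and end-point luminescence was read after 10 min at room temperature.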
Vif-A3G inh = qHTS for Inhibitors of Vif-A3G Interactions: qHTS. DNA dC->dU-editing enzyme APOBEC-3G (Homo sapiens), Q9HC16. HeLa A3G-eYFP + Vif (tagged APOBEC3G with the HIV-1 protein that degrades it), YFP fluorescence, overnight. Potency, µM (top dose mostly 46.1 µM), without a hit: top-dose activity, negative = active, hits mostly inhibitors. hit rate 0.076% among 410,000;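 note: potency is the fitted concentration of half-maximal effect; % is set by controls: 0 for no effect and ±100 for the full control effect; nearly all actives have a fitted effect of over 60% in size; hits raise eYFP signal because A3G escapes Vif-driven loss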
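HeLa cells stably expressing Vif and C-terminally eYFP-tagged A3G, seeded overnight at 37 deg C, then exposed to compound by pintool overnight at 37 deg C. Rise in yellow fluorescence (Ex 488/Em 500-530, Acumen) marks blocked Vif-driven A3G degradation.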
D1 antag = Antagonist of Human D 1 Dopamine Receptor: qHTS; D(1A) dopamine receptor (Homo sapiens), P21728; HEK293 TREx D1 cells, calcium flux, dopamine EC80; stronger effect = lower value; activity change, negative = inhibition, % at 10 µM; hit rate 3.2% among 360,000; AID 504652, 2011; in the data active = activity change below about -30%; note: % is set by controls: 0 for no effect and ±100 for the full control effect
Target sequence (P21728 whole entry, looked up): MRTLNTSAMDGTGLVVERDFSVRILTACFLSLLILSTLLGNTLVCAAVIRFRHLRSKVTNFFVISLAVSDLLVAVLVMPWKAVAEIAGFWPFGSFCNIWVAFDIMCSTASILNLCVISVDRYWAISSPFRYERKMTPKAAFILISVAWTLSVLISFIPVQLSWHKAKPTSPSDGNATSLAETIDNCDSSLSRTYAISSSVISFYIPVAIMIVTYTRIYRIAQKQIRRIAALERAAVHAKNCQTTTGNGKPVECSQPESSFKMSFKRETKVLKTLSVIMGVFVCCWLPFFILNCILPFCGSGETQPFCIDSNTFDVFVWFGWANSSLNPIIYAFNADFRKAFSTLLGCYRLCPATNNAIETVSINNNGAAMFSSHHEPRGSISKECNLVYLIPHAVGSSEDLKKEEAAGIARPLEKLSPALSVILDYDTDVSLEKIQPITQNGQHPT
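Tetracycline-induced HEK293 Trex D1 cells, force-coupled to calcium, dye-loaded; compounds added and read 180 s, then EC80 dopamine added and calcium flux tracked kinetically another 180 s.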
Vif-APOBEC3F blk = qHTS for Inhibitors of Vif-A3F Interactions: qHTS | HeLa A3F-eYFP + Vif (tagged APOBEC3F with the HIV-1 protein that degrades it), YFP fluorescence increase | Potency, µM (series often up to 46.1 µM), without a hit: at the top dose activity, negative = active | hit rate 0.2% among 390,000 | AID 602313, 2012; note: potency is the fitted concentration of half-maximal effect; % of control where 0% means no effect; nearly all actives have a fitted effect of over 65% in size
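HeLa cells stably expressing Vif plus C-terminally eYFP-tagged A3F were seeded, incubated overnight at 37 deg C, dosed with compound, incubated overnight again at 37 deg C. Yellow fluorescence (Ex 488/Em 500-530) reported blocked Vif-mediated A3F-eYFP degradation.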
D1 ag = Allosteric Agonists of the Human D1 Dopamine Receptor: qHTS; D(1A) dopamine receptor (Homo sapiens), P21728; hit rate 1% among 360,000; HEK293 T-REx D1 cells, calcium flux, agonist mode; activation, % at 2 µM; in the data active = activation above about 30%; note: 0% is about no effect
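Agonism was scored from calcium flux recorded over 180 s (1 read/s) after pintool compound addition, following a 10-cycle baseline. Cells were inducible force-coupled HEK293 TREx D1, plated overnight at 30 C and loaded with no-wash calcium dye.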
RXFP1 agonist = qHTS Assay for Agonists of the Relaxin Receptor RXFP1. HEK293T-RXFP1 cAMP TR-FRET, 30 min; response scale: percent of porcine relaxin response, buffer zero. Potency, µM (highest dose often 57.5 µM), for the others: at the top dose activation, actives largely listed as activators. hit rate 0.3% among 370,000. AID 2676, 2010; note: potency is the fitted concentration of half-maximal effect; % is set by controls: 0 for no effect and ±100 for the full control effect; nearly all actives have a fitted effect of over 60% in size; many of its hits are not listed in these tables
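Agonist response is measured as cAMP accumulation in an RXFP1-transfected HEK293T line under PDE4 inhibition. Values are scaled between buffer-only and 29 nM porcine relaxin, and EC50s come from standard Hill equation fits.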
D2 potentiator = HTS Assay for Positive Allosteric Modulators of the Human D2 Dopamine Receptor: Primary Screen for Potentiators; D(2) dopamine receptor (Homo sapiens), P14416; HEK293 T-REx D2, calcium flux, EC20 dopamine potentiation; potentiation, % at 10 µM; hit rate 0.34% among 340,000; AID 485347, 2010;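 active = potentiation over 3 SD above the plate norm, cut at about 30% in these data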; note: 0% is about no effect
Target sequence (P14416 whole entry, looked up): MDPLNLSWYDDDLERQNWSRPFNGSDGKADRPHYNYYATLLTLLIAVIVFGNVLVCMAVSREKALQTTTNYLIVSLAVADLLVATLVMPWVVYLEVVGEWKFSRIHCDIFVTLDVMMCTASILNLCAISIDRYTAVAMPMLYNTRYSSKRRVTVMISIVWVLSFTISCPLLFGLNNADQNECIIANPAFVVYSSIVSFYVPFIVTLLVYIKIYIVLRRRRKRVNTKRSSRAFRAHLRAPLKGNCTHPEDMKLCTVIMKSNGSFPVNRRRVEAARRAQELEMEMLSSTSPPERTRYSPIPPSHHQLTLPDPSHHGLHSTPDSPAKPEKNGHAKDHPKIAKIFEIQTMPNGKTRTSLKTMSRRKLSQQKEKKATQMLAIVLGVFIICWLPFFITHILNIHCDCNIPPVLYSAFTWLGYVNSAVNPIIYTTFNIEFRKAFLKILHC
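Potentiation of an EC20 dopamine calcium response measured kinetically over 180 s, after a preceding 180 s compound-only read flagging agonists. Cells: inducible Hek293 Trex D2 line, 4000/well, cultured overnight at 30 C before dye loading.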
D1 potentiator = Potentiators of Human D1 Dopamine Receptor: qHTS; D(1A) dopamine receptor (Homo sapiens), P21728; AID 504651, 2011; potentiation, % at 10 µM; HEK293 TREx D1 cells, calcium flux, dopamine EC20 potentiation; hit rate 0.036% among 360,000; in the data active = potentiation above about 30%; note: 0% is about no effect
RXFP1 antag = qHTS Assay for Antagonists of the Relaxin Receptor RXFP1 | Relaxin receptor 1 (Homo sapiens), Q9HBX9 | HEK293-RXFP1, relaxin-stimulated cAMP HTRF, 30 min; stronger effect = lower value | hit rate 0.59% among 350,000 | activity change, negative = inhibition, % at 57.5 µM;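 active = activity change of -60% or lower, but not beyond a set lower limit; inconclusive = change between -60% and -40%, or beyond the set limit; inactive = change above -40%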; note: % is set by controls: 0 for no effect and ±100 for the full control effect
The depositor's hits bear a star; ? = inconclusive; . = no result given. Unless noted, calls come from the whole dose curve; as a rule, active = well fitted curve in the direction sought with a large enough effect; inconclusive = small, poorly fitted or top-dose-only effect, or another doubt; inactive = no such curve, though single readings can be large; an effect the other way counts as inactive or inconclusive.

SMILES	Glioma ERSR ind	Vif-A3G inh	D1 antag	Vif-APOBEC3F blk	D1 ag	RXFP1 agonist	D2 potentiator	D1 potentiator	RXFP1 antag
Cc1c(C(=O)NCCc2ccccc2)cccc1-n1cnc2cccnc21	-2.9%	2.4%	-32.0*	-4.2%	-1.1	3.4%	2.0	-2.9	-7.3
O=C(CCc1ccccc1)NNC(=O)Nc1ccc(F)c(Cl)c1	-3.1%	-2.9%	1.4	3.2%	0.7	0.8%	-3.8	6.4	-9.5
NS(=O)(=O)c1ccc(CCNCC(=O)NC2CC2)cc1	-6.2%	5.0%	-8.2	3.2%	-0.4	-0.1%	-21.1	-10.8	-13.5
CCN(CC)S(=O)(=O)c1ccc(C(=O)OC2CCCCC2CN(C)C)cc1 (configuration not stated)	-5.4%	3.1%	8.1	-1.8%	3.9	0.0%	.	6.3	-3.6
Nc1c(-c2nc(-c3cccs3)no2)nnn1-c1cccc(F)c1	-1.2%	3.7%	9.0	4.9%	3.1	2.4%	6.8	1.2	-11.1
Cc1ccc(NC(=O)CCn2cnc3cc(C)c(C)cc32)cc1	-1.7%	-2.0%	5.9	-7.5%	1.8	2.7%	-10.0	-5.7	-0.8
Cc1nn(-c2ccccc2)c(C)c1/C=N/NC(=O)c1cccs1	3.1%	?	7.9	1.0%	-0.2	2.1%	8.7	-7.7	.
Cc1ccccc1-c1nc2cc(NC(=O)C3CC3)ccc2o1	1.6%	-8.1%	2.2	6.8%	5.5	-0.8%	1.1	-3.4	1.5
N#Cc1ccccc1NC(=S)NC(=O)c1cccs1	1.4%	-7.4%	-1.2	3.2%	-0.7	1.3%	.	-1.9	3.9
COc1cccc(NC(=S)N(CCc2nc3cc(C)c(C)cc3[nH]2)Cc2cccnc2)c1	-1.4%	0.6%	.	-5.0%	.	-1.7%	.	.	-4.5
O=c1[nH]nc(Cc2ccc([N+](=O)[O-])cc2)c2ccccc12	4.5%	-3.2%	-0.6	-3.8%	8.8	4.5%	-0.9	-7.5	-1.1
CC(=O)c1ccn(S(=O)(=O)c2ccccc2)c1	3.2%	1.7%	-0.4	-31.5%	8.9	1.8%	-3.6	-1.6	15.5
Clc1cccc(-c2ccc(CNCCCN3CCOCC3)o2)c1	-2.7%	3.8%	-4.4	7.2%	9.9	-2.4%	-20.8	-2.4	14.1
CCOc1ccccc1C(=O)NC(C(=O)Nc1cccc(S(N)(=O)=O)c1)C(C)C (configuration not stated)	-3.6%	-0.3%	4.9	6.4%	2.5	-0.6%	-3.6	8.6	-5.6
CCC1CCCCN1CCCNC(=O)Cn1ncc2c(C)n(Cc3ccccc3Cl)c(C)c2c1=O (configuration not stated)	0.1%	3.1%	-6.8	-3.0%	0.9	0.0%	0.5	2.8	.
COc1ccc(NC(=O)c2sc3nc4c(cc3c2N)CN(C(C)C)CC4)c(OC)c1	-3.2%	3.2%	2.9	0.9%	6.3	0.3%	-2.6	4.9	-11.1
COc1ccc(NC(=O)C2C3C=CC(C3)C2C(=O)O)cc1 (configuration not stated)	-3.4%	1.1%	-0.5	-0.3%	1.5	4.4%	-5.5	-2.1	13.9
CCOC(=O)c1cc2sccc2n1CC(=O)Nc1ccc(OC)c(OC)c1	-4.1%	-3.2%	1.5	9.5%	7.7	1.6%	-4.8	-5.3	-3.0
COc1ccc(NC(=O)c2c(NCc3sccc3C)sc3c2CCCCC3)c(OC)c1	?	-7.7%	6.5	-28.1%	2.3	-1.0%	10.4	-4.5	?
OCCN1CCN(c2nc(-c3ccccc3)nc3c2oc2ccccc23)CC1	-6.5%	5.2%	0.4	7.0%	3.4	1.1%	-23.0	8.8	-12.5
Cc1cc(OC(C)C(=O)NCCCN2CCOCC2)ccc1Cl (configuration not stated)	-2.0%	0.8%	-27.6	-20.4%	6.2	2.1%	2.8	1.2	-5.0
O=C(C(=O)N1CCOCC1)c1cn(CC(=O)N2CCCCC2)c2ccccc12	-3.4%	-1.8%	-20.5	3.3%	-0.2	2.0%	-0.3	-7.4	2.9
Cc1ccc(S(=O)(=O)N2CCN(C(=S)NCCc3ccccc3)CC2)cc1	2.8%	0.7%	-8.7	-2.2%	4.2	-0.1%	1.2	-6.6	1.9
COc1ccc(N2CCN(C(=O)c3cccc(S(=O)(=O)N4CCCc5ccccc54)c3)CC2)cc1	-4.4%	4.1%	10.1	8.4%	1.4	-0.1%	3.2	-3.3	1.2
Cc1[nH][nH]c(=O)c1C(c1ccc(N(C)C)c(Br)c1)c1c(C)[nH][nH]c1=O	1.1%	1.0%	5.7	11.7%	1.1	-2.6%	-0.7	-3.7	-8.2
O=C(OCCN1CCOCC1)c1ccc(O)cc1	-0.6%	1.6%	5.8	3.1%	1.5	-2.0%	12.4	8.4	4.4
O=C(CN1C(=O)NC2(CCCCCCC2)C1=O)Nc1c(Cl)cccc1Cl	-0.8%	0.0%	.	-2.5%	.	.	.	.	8.1
O=C(OCc1cnc(Cl)s1)c1cccc(Cl)c1	-4.2%	-1.4%	7.7	-12.1%	2.2	1.8%	-2.8	3.3	-1.3
CCc1nnc(NS(=O)(=O)c2ccc(NC(=O)c3cc(Cl)ccc3Cl)cc2)s1	1.3%	-0.6%	-2.3	-3.2%	4.0	1.5%	-4.0	13.4	-6.5
Cc1ccc(Oc2c(C=O)c3ccccc3n2C)cc1	-4.1%	4.0%	7.2	1.7%	-0.3	0.1%	-5.2	-4.2	-14.3
O=c1nc(SCc2c(F)cccc2Cl)nc(-c2ccc(Cl)cc2)[nH]1	-2.2%	-4.2%	-9.4	2.2%	5.1	-0.3%	-13.0	1.1	5.3
CC(Oc1ccc(Br)cc1)C(=O)NCC1(N2CCCCC2)CCCCC1 (configuration not stated)	-2.2%	-0.3%	5.0	-4.9%	2.3	1.8%	10.4	-1.1	5.3
O=C(O)CC(NC(=O)Cc1ccc(Cl)cc1)c1ccco1 (configuration not stated)	-1.7%	1.2%	-7.1	2.4%	2.0	0.5%	38.9*	-1.8	6.4
O=C(Nc1ccc(Cl)cc1Cl)c1cc(S(=O)(=O)N2CCC3(CC2)OCCO3)ccc1F	-1.9%	6.4%	-40.9*	-9.4%	1.9	3.5%	4.8	-2.7	-12.6
Cc1ccc(C(=O)N2CCN(c3ncccn3)CC2)cc1S(=O)(=O)N1CCCCC1	-3.5%	-6.0%	14.7	6.4%	0.4	0.1%	4.8	-3.5	.
Cc1ccc(NC(=O)C(C)Sc2nnc(C3CC3)n2C2CC2)cc1S(=O)(=O)N1CCOCC1 (configuration not stated)	-5.7%	4.1%	5.3	-9.2%	10.6	2.6%	3.8	.	3.7
CCOc1cc(S(=O)(=O)NCc2ccc3c(c2)OCO3)ccc1F	-3.5%	1.5%	-12.6	2.5%	7.6	-0.7%	9.4	-9.1	-6.1
CCN(CC)Cc1nc2c(c(=O)[nH]1)C(CC)(CC)Cc1ccccc1-2	-0.4%	-0.8%	30.8	?	0.2	-0.2%	-25.3	10.6	-8.2
O=C(O)c1ccc2c(c1)C(=O)N([C@]1(C(=O)O)C[C@H]1c1ccccc1)C2=O	.	.	-6.4	.	1.5	1.2%	.	-4.4	.
CCCC(=O)Nc1ccc(C(=O)NCc2ccccn2)cc1	-1.4%	-8.1%	-4.8	0.1%	0.6	2.5%	1.9	-3.9	-3.1
Cc1ccc(/C=C/c2onc(C)c2S(=O)(=O)N2CCC(C(=O)Nc3ccc(OC(F)(F)F)cc3)CC2)cc1	-1.7%	3.9%	-67.5*	0.9%	1.9	-0.2%	-9.2	-3.9	5.3
Cc1cc2oc(=O)cc(Cn3ccnc3)c2cc1O	-2.0%	0.1%	-1.9	-7.0%	2.2	0.2%	11.7	1.1	3.9
COc1ccc(/C=C(\NC(=O)c2ccccc2)C(=O)N2CCN(C)CC2)cc1	-3.6%	-0.8%	2.6	4.9%	2.6	0.5%	2.7	.	14.9
CC1CCN(C(=O)CSc2nncn2-c2ccccn2)CC1	-0.1%	-0.6%	-6.5	1.2%	2.1	1.8%	-3.0	-4.8	-6.3
COC(=O)c1ccc(N=Cc2c(C(F)(F)F)[nH][nH]c2=O)cc1	0.6%	-1.9%	7.6	6.4%	1.4	-1.5%	-7.7	5.4	-24.8
CCOc1ccc(NC(=O)c2nnn(CC(=O)Nc3ccccc3OCC)c2N)cc1	-4.0%	-1.0%	2.6	1.7%	0.1	0.4%	.	-5.0	-11.6
COc1cccc(CN2CC(C(=O)NCCOc3ccccc3)CCC2=O)c1 (configuration not stated)	2.9%	-0.2%	-7.6	-12.0%	0.6	-0.1%	-0.7	-0.1	-7.5
O=C(NC1CCS(=O)(=O)C1)c1cn(-c2ccccc2)nc1-c1ccccc1 (configuration not stated)	-0.6%	1.2%	-5.9	-11.7%	0.5	2.4%	-18.2	-3.6	-2.3
O=S(=O)(NC1CCN(Cc2ccccc2)CC1)c1cccc(S(=O)(=O)N2CCOCC2)c1	-1.8%	-0.9%	-5.7	3.4%	0.8	-1.0%	-12.0	-3.0	-2.4
O=c1[nH][nH]cc1C=Nc1ccc(Oc2ccccc2)cc1	4.1%	-12.4%	-18.5	4.3%	-0.2	1.0%	-2.9	-6.5	-10.3

An excerpt from above, limited to Vif-APOBEC3F blk and RXFP1 antag.
SMILES	Vif-APOBEC3F blk	RXFP1 antag
Cc1ccc(/C=C/c2onc(C)c2S(=O)(=O)N2CCC(C(=O)Nc3ccc(OC(F)(F)F)cc3)CC2)cc1	0.9%	5.3
Cc1cc2oc(=O)cc(Cn3ccnc3)c2cc1O	-7.0%	3.9

Screens from PubChem.

Some of the compounds tested. The share of hits here may be higher or lower than overall.
